VLA-4 inh: inhibition in a human VLA-4 binding assay; inhibition, % (about 7 µM as worked out from the volumes in the protocol); 330,000 tested, 0.2% active; VLA-4 expressing cells, ligand binding flow cytometry; AID 2557; in the data active = inhibition above about 50%
GRK2 aptamer HTS: blocks RNA aptamer binding to human GRK2. P25098. bead flow cytometry, FAM-aptamer displacement from GRK2. inhibition of aptamer binding, % at 10 µM. 330,000 tested, 0.59% active. AID 488847;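 active = inhibition of aptamer binding above 40%, roughly 3 SD of noise, on plates passing a quality check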;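 also: median bead fluorescence of bound FAM aptamer so fluorescent compounds give negative values; no value below 0 was filed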
Target sequence (P25098 whole entry, looked up): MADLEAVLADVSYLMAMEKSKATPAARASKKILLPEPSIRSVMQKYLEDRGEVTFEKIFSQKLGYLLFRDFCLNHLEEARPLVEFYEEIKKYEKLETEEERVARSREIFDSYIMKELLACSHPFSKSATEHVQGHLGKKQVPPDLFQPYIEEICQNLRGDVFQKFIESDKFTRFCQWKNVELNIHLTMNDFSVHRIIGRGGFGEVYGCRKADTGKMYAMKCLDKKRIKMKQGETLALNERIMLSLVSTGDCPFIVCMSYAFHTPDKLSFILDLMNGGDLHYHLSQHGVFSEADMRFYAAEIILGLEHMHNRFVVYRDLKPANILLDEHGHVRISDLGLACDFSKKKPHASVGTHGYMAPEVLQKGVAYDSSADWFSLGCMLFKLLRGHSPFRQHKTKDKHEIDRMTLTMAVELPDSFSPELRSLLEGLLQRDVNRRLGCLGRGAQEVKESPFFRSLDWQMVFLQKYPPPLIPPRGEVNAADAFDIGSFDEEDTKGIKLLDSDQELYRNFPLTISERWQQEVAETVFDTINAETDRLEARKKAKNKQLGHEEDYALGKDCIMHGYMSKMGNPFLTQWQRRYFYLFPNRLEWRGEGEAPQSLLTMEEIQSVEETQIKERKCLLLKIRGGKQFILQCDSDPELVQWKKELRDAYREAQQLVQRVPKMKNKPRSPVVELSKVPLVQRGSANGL
Yeast superoxide: caloric restriction mimetics inhibiting age-related superoxide in yeast; S. cerevisiae aged cells, superoxide DHE fluorescence; active compounds read low; superoxide response (% of plate mean), % at 10 µM; 330,000 tested, 0.18% active;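 active = superoxide response under a set limit, about three screen SD below normal, cut at about 65% in these data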;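 also: yeast aged for seven days with compound at 30 °C before DHE staining; 100% = average MFI of all compound-treated wells on the plate with controls excluded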
LAP4-GFP MLPCN: alters LAP4-GFP fluorescence in TOR pathway yeast screen; GFP response vs DMSO, % at 10 µM; S. cerevisiae LAP4-GFP multiplex, flow cytometry GFP, 3 h; median GFP as percent of DMSO wells; 320,000 tested, 0.34% active;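 active = GFP response vs DMSO above a set limit, about the screen mean plus 3 SD, cut at about 150% in these data; inconclusive = under 70 cell events counted for the yeast strain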
RPL19A-GFP yeast: yeast TOR pathway RPL19A-GFP modulation; 330,000 tested, 0.3% active; percent response vs DMSO, % at 10 µM; S. cerevisiae RPL19A-GFP strain, flow cytometry, 3 h; active compounds read low;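 active = percent response vs DMSO below 50%; inconclusive = fewer than 70 events counted for the yeast strain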;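 also: median channel GFP fluorescence of the barcoded RPL19A-GFP strain; ratio of sample median GFP to plate DMSO average so 100% = DMSO; lower means less RPL19A-GFP as with rapamycin TOR inhibition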
MEP2-GFP yeast: alters MEP2-GFP fluorescence in TOR pathway yeast screen; 330,000 tested, 0.51% active; AID 2016; S. cerevisiae MEP2-GFP strain, flow cytometry GFP, 3 h; 100% = DMSO control level; GFP response vs DMSO, % at 10 µM;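 active = GFP response versus DMSO above a set limit, roughly screen mean plus 3 SD, cut at about 180% in these data; inconclusive = fewer than 70 cells counted for a yeast strain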;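 also: median GFP fluorescence of the barcode-gated MEP2-GFP cells per well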
AGP1 TOR yeast: yeast TOR pathway AGP1-GFP modulation; 320,000 tested, 0.02% active; S. cerevisiae AGP1-GFP multiplex flow cytometry, 3 h; GFP as percent of DMSO wells; AID 2066; GFP response vs DMSO, % at 10 µM;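 active = GFP response relative to DMSO above a set limit, near screen average plus 3 SD, cut at about 150% in these data; inconclusive = fewer than 70 cells counted for the yeast strain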;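 also: median GFP channel fluorescence of the gated AGP1 strain per well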
CIT2 TOR yeast: alters CIT2-GFP fluorescence in TOR pathway yeast screen. AID 2029. 320,000 tested, 0.065% active. GFP response vs DMSO, % at 10 µM. S. cerevisiae CIT2-GFP strain, flow cytometry, 3 h; 100 means same as DMSO wells;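 active = GFP response relative to DMSO above a set limit, near the screen mean plus 3 SD, cut at about 150% in these data; inconclusive = Fewer than 70 cells measured for a yeast strain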;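 also: ratio of well median GFP fluorescence to mean of DMSO wells on the plate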
An asterisk follows results filed as active; ? = inconclusive; . = no result given; [ ] = another dose, or the depositor's remark.

Screens in order: VLA-4 inh	GRK2 aptamer HTS	Yeast superoxide	LAP4-GFP MLPCN	RPL19A-GFP yeast	MEP2-GFP yeast	AGP1 TOR yeast	CIT2 TOR yeast
COC(=O)C1=C(c2ccc(C(C)=O)cc2)C[C@@H]2CC[C@H]1N2C(=O)N1CCOCC1
 : 28	0	105	108	101	106	107	101
Cc1cc(=O)[nH]c(SCc2nc3ccccc3c(=O)n2-c2ccccc2C)n1
 : -9	0	99	102	94	99	98	94
Cc1ccc(S(=O)(=O)NC(CC(=O)N2CCC3(CC2)OCCO3)c2ccco2)cc1 (stereo not given)
 : 26	0	106	101	101	101	101	100
CCOc1ccc(Cl)cc1CNCCc1ccc(F)cc1
 : 7	0	98	99	94	98	107	96
COc1ccc(CC(=O)N2CCN(C)CC2)cc1
 : 1	1	101	95	98	100	.	96
COC(=O)CSC1=NP(=S)(SCC(=O)OC)N2CCCC2=C1C#N (stereo not given)
 : 3	0	96	92	96	96	93	91
CCOc1ccc2nc(N3CCC(C(=O)N4CCC5(CC4)OCCO5)CC3)sc2c1
 : 23	0	101	95	94	98	97	92
O=c1cccc2n1CC1CC2CN(c2ncnc3c2cnn3-c2ccccc2)C1 (stereo not given)
 : 0	0	106	93	98	100	100	108
CCOCCc1c(O)[nH]c(=S)[nH]c1=O
 : -2	0	98	106	105	103	115	107
O=C1/C(=C\c2cc3c(cc2Br)OCO3)N2CCC1CC2
 : -7	0	96	89	96	96	93	86
O=C1NC(=O)C(=Cc2ccc(N3CCN(C(=O)c4ccccc4)CC3)c([N+](=O)[O-])c2)C(=O)N1
 : -6	3	104	90	103	108	101	104
O=c1c2ccccc2nc(-c2ccccc2F)n1-c1ccccc1
 : 3	0	103	92	108	110	92	95
CCN1C(=O)/C(=C/c2ccc3c(c2)CCN3CCCCl)C(=O)NC1=S
 : -20	4	86	117	93	87	86	77
O=C(O)C1C2CCC(O2)C1C(=O)Nc1ccc(F)c(F)c1 (stereo not given)
 : 14	0	98	101	106	108	102	100
Cc1nn(Cc2ccccc2)c(Cl)c1C(=O)OCC(=O)Nc1cccc2ccccc12
 : 6	0	118	97	102	105	99	97
Cc1ccc(CN2C(=O)CN=C(c3ccccc3)c3ccccc32)cc1
 : -1	0	113	99	102	103	94	93
Clc1ccc2nc3c(c(-c4ccccc4)c2c1)CNCC3
 : -11	0	99	125	101	102	108	100
O=C1NC(=O)N(c2ccc(Br)cc2)C(=O)/C1=C/c1ccsc1
 : -3	3	103	90	105	99	101	95
O=C(c1cn(Cc2ccccc2F)c2ncccc12)C(F)(F)F
 : 5	0	104	85	93	86	92	102
CCCCn1c(=O)c(C(=O)Nc2ccsc2C(=O)OC)c(O)c2ccccc21
 : 7	0	122	91	102	94	96	100

(continued)
Screens in order: VLA-4 inh	GRK2 aptamer HTS	Yeast superoxide	LAP4-GFP MLPCN	RPL19A-GFP yeast	MEP2-GFP yeast	AGP1 TOR yeast	CIT2 TOR yeast
COC(=O)C1=C(c2ccc(OC(F)(F)F)cc2)C[C@@H]2CC[C@H]1N2C(=O)NCCO
 : 12	0	107	109	103	96	106	100
Cc1cccc(N2C(=O)NC(=O)/C(=C\c3ccc4c(c3)CCCN4Cc3ccccc3)C2=O)c1
 : -48	0	96	119	110	147	114	106
O=C(Cc1ccccc1)N1CCN(Cc2ccc(F)cc2)CC1
 : -6	3	112	90	102	103	118	93
Cc1nn(-c2ccccc2)c(Cl)c1C1C(C#N)=C(N)Oc2c1c(=O)oc1ccccc21 (stereo not given)
 : 1	2	109	92	95	97	90	89
COc1ccc(C(=O)C2CCCN(C3CSCCSC3)C2)c(OC)c1 (stereo not given)
 : -5	0	113	96	100	98	102	99
Cc1ccc2c(c1)C1CN(C)CCC1N2C(=O)Cc1cccs1 (stereo not given)
 : 6	6	112	92	97	102	99	103
CNC(=O)NC(O)C(Cl)(Cl)Cl (stereo not given)
 : -10	0	117	110	96	104	102	91
CN1CCN(C(=O)Cc2nc3ccccc3[nH]2)CC1
 : 16	2	89	102	99	104	103	101
N=Cc1c(O)n(-c2ccccc2)c(=O)n(-c2ccccc2)c1=O
 : 12	0	106	94[may fluoresce violet]	81[may fluoresce violet]	216*[may fluoresce violet]	17[may fluoresce violet]	?
COc1ccc(C(=O)C2CN(C)CC2c2ccc(Cl)cc2)cc1 (stereo not given)
 : -14	0	86	96	106	100	92	101
Clc1ccc(C(Cl)(Cl)Cl)c(Cl)c1
 : 15	1	73	102	102	97	106	100
c1ccc2nc(N3CCNCC3)ccc2c1
 : 4	2	101	97	106	101	94	89
N#CCP(=S)(c1ccccc1)c1ccccc1
 : 5	5	101	100	99	96	98	91
C[N+]1([O-])[C@@H]2CC(OC(=O)[C@H](CO)c3ccccc3)C[C@H]1[C@@H]1O[C@@H]12 (stereo not given in full)
 : 36	1	111	101	102	95	81	76
c1ccc(-c2ccncc2)cc1
 : 5	5	107	101	109	104	118	106
CC(C)(C)c1ccc(CN2C(=O)CN=C(c3ccccc3)c3ccccc32)cc1
 : -3	1	118	103	96	97	97	94
O=C(COC(=O)Cc1ccccc1)NC(=O)NC1CCCCC1
 : 8	2	99	104	96	96	100	99
COC12CCC3(CC1C(C)(O)C(C)(C)C)[C@H]1Cc4ccc(OC5OC(C(=O)O)[C@@H](O)C(O)[C@H]5O)c5c4[C@@]3(CCN1CC1CC1)C2O5 (stereo not given in full)
 : 9	0	103	106	99	101	101	93
CN1CCN(c2nc3ccccn3c(=O)c2C=C2C(=O)N(C)C(=O)N(C)C2=O)CC1
 : 9	0	96	117	109	133	114	101
COc1ccc(C2=NCc3nnc(C)n3-c3ccc(Cl)cc32)cc1Cl
 : -14	0	95	108	69	140	36	89

Ordered by molecular weight (largest number first): some entries from above
Screens in order: VLA-4 inh	GRK2 aptamer HTS	Yeast superoxide	LAP4-GFP MLPCN	RPL19A-GFP yeast	MEP2-GFP yeast	AGP1 TOR yeast	CIT2 TOR yeast
Cc1ccc2c(c1)C1CN(C)CCC1N2C(=O)Cc1cccs1 (stereo not given)
 : 6	6	112	92	97	102	99	103
O=C(Cc1ccccc1)N1CCN(Cc2ccc(F)cc2)CC1
 : -6	3	112	90	102	103	118	93
Clc1ccc(C(Cl)(Cl)Cl)c(Cl)c1
 : 15	1	73	102	102	97	106	100

Carrying on:
Screens in order: VLA-4 inh	GRK2 aptamer HTS	Yeast superoxide	LAP4-GFP MLPCN	RPL19A-GFP yeast	MEP2-GFP yeast	AGP1 TOR yeast	CIT2 TOR yeast
O=C(NC12CC3CC(CC(C3)C1)C2)OC1CN2CCC1CC2 (stereo not given)
 : 9	0	93	101	93	95	99	87
C[C@@H]1C[C@H]2OC(=O)C3(CO3)[C@H]2[C@H](O)[C@]2(C)C(=O)C3OC3[C@@H]12 (stereo not given in full)
 : 13	1	107	106	103	95	83	73
CCCSP1(=S)NCCCO1 (stereo not given)
 : 7	8	99	102	98	111	90	99
O=C(Nc1ccc(Cl)cc1C(=O)c1ccccc1)c1ccco1
 : 4	4	96	79	104	104	102	113
CCC(=O)c1ccc(OC)c(OC)c1
 : 36	3	139	107	101	104	95	101
Cc1csc(=N)n1Cc1ccccc1
 : 2	0	120	99	109	101	105	106
OC(CCNCCc1c[nH]c2ccccc12)C(F)(F)Cl (stereo not given)
 : -5	1	124	85	101	96	84	86
CN=C(SCc1ccccc1)c1c(O)n(C)c(=O)n(C)c1=O
 : 13	2	79	93	101	97	108	98
CC(=NCCN1CCCCC1)c1c(O)n(-c2ccccc2)c(=O)[nH]c1=O
 : 12	7	84	101	101	104	103	101
Cc1nn(Cc2ccccc2)c(Cl)c1C(=O)Nc1ccc(OC(F)(F)F)cc1
 : 13	0	103	93	105	101	98	93
COc1ccc(CCNCc2ccc(C)s2)cc1OC
 : 17	1	102	104	108	112	98	100
CCOC(=O)CSCCOc1ccc(C=C2C(=O)NC(=O)NC2=O)cc1OC
 : 1	0	113	92	99	102	92	88
O=C(O)COc1ccccc1/C=C1\C(=O)NC(=O)N(CCC2=CCCCC2)C1=O
 : 0	0	97	114	96	90	95	74

Reprinted at random: five compounds from above, in no set order.
Screens in order: VLA-4 inh	GRK2 aptamer HTS	Yeast superoxide	LAP4-GFP MLPCN	RPL19A-GFP yeast	MEP2-GFP yeast	AGP1 TOR yeast	CIT2 TOR yeast
Cc1nn(Cc2ccccc2)c(Cl)c1C(=O)Nc1ccc(OC(F)(F)F)cc1
 : 13	0	103	93	105	101	98	93
C[C@@H]1C[C@H]2OC(=O)C3(CO3)[C@H]2[C@H](O)[C@]2(C)C(=O)C3OC3[C@@H]12 (stereo not given in full)
 : 13	1	107	106	103	95	83	73
O=C(Nc1ccc(Cl)cc1C(=O)c1ccccc1)c1ccco1
 : 4	4	96	79	104	104	102	113
O=C(NC12CC3CC(CC(C3)C1)C2)OC1CN2CCC1CC2 (stereo not given)
 : 9	0	93	101	93	95	99	87
CC(=NCCN1CCCCC1)c1c(O)n(-c2ccccc2)c(=O)[nH]c1=O
 : 12	7	84	101	101	104	103	101

A portion of the library; the hit share may differ from the screen's.
